CHOP UPR activ: apoptotic UPR (CHOP) activation; hit rate 0.34% among 330,000; activation, % at 10 µM; CHO-CHOP luciferase reporter, luminescence; percent of tunicamycin response over DMSO baseline;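 active = at 10 µM dose, activation of 40% or more, normalized to positive control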;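 also: 100% = tunicamycin at 10 µg/mL and 0% = DMSO alone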
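assay system = CHO CHOP reporter cells | amount = 500 CHO-CHOP cells per well | buffer or medium = F12 with 10% FBS | incubation = 16-18 h cell attachment, then 6 h compound exposure, 37 °C | detection = luminescence read with Steady-Glo | read-out = percent activation relative to tunicamycin control | controls = tunicamycin high control, DMSO low control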
tim23-1 inh: tim23-1 yeast growth inhibition; S. cerevisiae tim23-1 growth, BacTiter-Glo luminescence, 24 h; inhibition, % at 20 µM; hit rate 1.3% among 330,000;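 active = growth inhibition of the mutant yeast at or above 50%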;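 also: temperature-sensitive mutant grown at 25 °C; plate controls were DMSO-treated mutant yeast for no effect and medium wells lacking yeast for full effect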
697 NFkB inh: lowers PMA/ionomycin-induced NF-kB signal in 697 B cells; 697 B-cell NF-kB luciferase reporter, 16 h; inhibition, % at 4 µM; hit rate 0.33% among 330,000; AID 435022; in the data active = inhibition above about 35%
Mdm2 MdmX PPI: disrupts the human Mdm2-MdmX interaction. O15151+Q00987. inhibition, % at 8 µM. hit rate 3% among 330,000. SaOS-2 split-luciferase Mdm2/MdmX complementation, luminescence;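 active = inhibition of at least 50% at 8 µM in the primary screen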
APJ antagonist: blocks the human apelin receptor APJ. CHO-K1 APJ beta-arrestin complementation, luminescence. inhibition, % at 20 µM. hit rate 0.32% among 330,000;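 active = inhibition above about 40% at 20 µM, limit read from the data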;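 also: cells challenged with 10 nM apelin-13 agonist together with compound; plate controls were apelin-13 plus DMSO wells for no effect and DMSO wells lacking apelin-13 for full effect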
Target sequence (P35414 whole entry, looked up): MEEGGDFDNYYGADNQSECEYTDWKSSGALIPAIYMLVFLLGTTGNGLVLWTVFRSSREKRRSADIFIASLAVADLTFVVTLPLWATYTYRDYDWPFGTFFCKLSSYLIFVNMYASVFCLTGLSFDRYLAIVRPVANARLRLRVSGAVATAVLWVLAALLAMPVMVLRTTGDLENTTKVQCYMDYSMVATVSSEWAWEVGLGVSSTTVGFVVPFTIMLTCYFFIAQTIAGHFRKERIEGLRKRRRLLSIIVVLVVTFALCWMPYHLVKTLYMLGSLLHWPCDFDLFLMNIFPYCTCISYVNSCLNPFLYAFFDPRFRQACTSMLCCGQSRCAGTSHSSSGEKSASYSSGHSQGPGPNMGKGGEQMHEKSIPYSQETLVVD
XBP1 UPR activ: activators of adaptive arm of unfolded protein response (XBP1); hit rate 0.33% among 330,000; activation, % at 20 µM; AID 463104; CHO-XBP1 luciferase reporter, IRE1-XBP1 UPR activation, luminescence; percent of tunicamycin response, DMSO as zero;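 active = versus positive control, 20 µM dose yields 30% or more activation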;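 also: 100% = tunicamycin at 10 µg/mL and 0% = DMSO only wells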
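Material: CHO-XBP1 cells stably carrying IRE1-XBP1-driven luciferase reporter / Amount: 1000 cells per well / Compound: 20 µM, 1% DMSO / Times: 6 h treatment, 37 °C / Detection: luciferase luminescence / Measure: % activation of reporter signal versus tunicamycin and DMSO controls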
Jurkat NFkB inh: lowers PMA/ionomycin-induced NF-kB signal in Jurkat cells. AID 435003. inhibition, % at 4 µM. hit rate 0.53% among 330,000. PMA/ionomycin-induced NF-kB luciferase reporter, luminescence; in the data active = inhibition above about 50%
APJ ag: activates the human apelin receptor APJ | P35414 | CHO-K1 APJ PathHunter beta-arrestin, luminescence; 0% DMSO wells, 100% apelin | activation, % at 20 µM | hit rate 0.11% among 330,000;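 active = activation more than six SD over the plate average, tested at 20 µM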;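 also: 0% = DMSO alone and 100% = apelin-13 at 10 nM; some results filed as inactive read as strong as hits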
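Assay system: CHO-K1 cells stably expressing ProLink-tagged human APJ and arrestin–beta-gal acceptor. Compound dosing: 20 µM single point, 1% DMSO. Times: 16-18 h seeding, 90 min dark compound exposure, 60 min detection. Detection: beta-gal luminescence. Evaluation: APJ–arrestin association signal. Controls: negative DMSO alone, positive Apelin-13 at 10 nM.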
An asterisk follows results filed as active.

(1) COC(=O)C1=C(C)N(C)C(=O)NC1c1ccsc1 (stereo not drawn)
(2) COc1cccc(/C=C/C(=O)c2ccc(NC3=NCCCS3)cc2)c1
(3) O=C(CSc1nncs1)NC(=O)NCc1ccco1
(4) Nc1c(-c2ccccc2)c(CSc2nc3ccccc3[nH]2)nn1-c1cccc(Cl)c1
(5) O=C(CCCc1nc2ccccc2s1)NC(c1ccccc1)c1ccccc1
(6) C#Cc1ccc([C@H]2C=C(C(=O)NCc3nc4ccccc4[nH]3)O[C@@H](OCc3ccc(CO)cc3)C2)cc1
(7) CCCc1cc(=O)oc2cc(OCC(=O)NCC(O)c3ccccc3)ccc12 (stereo not drawn)
(8) CCOC(=O)C(Cc1ccccc1)C(=O)Nc1nccs1 (stereo not drawn)
screen / no.,1,2,3,4,5,6,7,8
CHOP UPR activ,-2.3,2.7,0.4,18,2.6,-1.3,-0.3,-2.0
tim23-1 inh,7,39,5,29,-7,24,10,11
697 NFkB inh,14,-3,5,-26,3,-13,10,20
Mdm2 MdmX PPI,7,25,25,61*,12,9,4,1
APJ antagonist,6,12,4,25,13,18,-10,11
XBP1 UPR activ,0,3,1,10,1,-3,-5,3
Jurkat NFkB inh,0,-10,4,6,0,-7,4,9
APJ ag,-3,-3,-4,-4,-5,-6,1,-7

Mdm2 MdmX PPI, hit marks shown above.
No.	smiles	697 NFkB inh	Mdm2 MdmX PPI	APJ antagonist	XBP1 UPR activ	Jurkat NFkB inh
4	Nc1c(-c2ccccc2)c(CSc2nc3ccccc3[nH]2)nn1-c1cccc(Cl)c1	-26	61*	25	10	6

(list continues)
(9) C=CCSc1nnc(N2C(=O)C(O)=C(C(=O)c3ccco3)C2c2ccc(F)cc2)s1 (stereo not drawn)
(10) COc1ccc2nc(C)cc(SCC(=O)N/N=C/c3cccc4ccccc34)c2c1
(11) COc1cccc(N2CCN(C(=O)c3ccc(CS(=O)c4ccccc4Cl)o3)CC2)c1 (stereo not drawn)
(12) CCOc1ccc(OCC)c(NC(=O)c2[nH]c(C)c(C(C)=O)c2C)c1
(13) Cc1nn(-c2ccc(F)cc2)c(C)c1NS(=O)(=O)c1ccc(Cl)cc1
(14) C[C@H](CO)NC(=O)[C@H](C)[C@@H]1C[C@@]1(C)[C@@H](NC(=O)OCc1ccccc1)c1ccccc1
(15) CC(NC(=O)C(=O)N1CCCCC1)C(c1cccs1)N1CCN(c2ccccc2F)CC1 (stereo not drawn)
(16) COc1ccc(N(CC(=O)NCCSCc2ccccc2C)S(=O)(=O)c2ccccc2)cc1
screen / no.,9,10,11,12,13,14,15,16
CHOP UPR activ,1.1,27,0.2,2.5,-0.8,-1.6,-0.2,-1.0
tim23-1 inh,7,6,24,-6,48,-9,30,24
697 NFkB inh,-64,-13,-35,25,-10,14,-67,-14
Mdm2 MdmX PPI,3,47,70*,7,1,8,5,12
APJ antagonist,-32,15,-4,13,4,8,-11,-13
XBP1 UPR activ,-2,80*,8,-1,-3,-2,-3,-4
Jurkat NFkB inh,-1,45,56*,-1,-8,8,-21,10
APJ ag,-1,-3,-3,-3,13,-3,2,-6

(17) CCN(CC)S(=O)(=O)c1ccc(N2CCCCC2)c(NC(=O)c2ccncc2)c1
(18) COc1ccccc1/C(C)=N/NC(=O)c1nnn(-c2nonc2N)c1C(C)C
(19) O=C1Nc2ccc(Br)cc2C1=Nc1cccnc1
(20) O=C(O)c1cccc2c1C(=O)c1cccc3snc-2c13
(21) CCc1ccc(C(=O)N2CCN(c3ccc(NC(=O)c4cccnc4)cc3)CC2)cc1
(22) O=S(=O)(c1cccc(-n2cnnn2)c1)N1CCOCC1
(23) Cc1nc(N)ncc1Sc1ccc(Cl)cc1
(24) CCN1CCN(C(=O)CN(c2ccc(C)cc2)S(C)(=O)=O)CC1
screen / no.,17,18,19,20,21,22,23,24
CHOP UPR activ,-1.8,-2.5,-0.1,-2.2,1.1,0.4,-1.9,-1.0
tim23-1 inh,29,18,7,8,16,9,-21,26
697 NFkB inh,1,-10,7,10,6,3,20,-1
Mdm2 MdmX PPI,4,25,24,-4,24,-14,37,-26
APJ antagonist,-16,-12,2,-7,-9,14,-6,-16
XBP1 UPR activ,-2,-4,-2,0,-6,0,0,0
Jurkat NFkB inh,2,-7,-5,-8,5,8,-5,1
APJ ag,-3,-2,-13,-1,-7,-1,-3,4

(25) Cc1cccc(C(=O)OCC(=O)NC(C)CCc2ccccc2)c1 (stereo not drawn)
(26) CCN(CC)CCNC(=O)c1ccc(NC(=O)Cc2cccc3ccccc23)cc1
(27) O=C(Nc1nc(N2C(=O)c3ccccc3C2=O)n(-c2ccccc2)n1)c1ccccc1
(28) Cc1cccc(C)c1NC(=O)C(=O)NCCc1c[nH]c2ccccc12
(29) O=C(CC1C(=O)NCCN1Cc1ccoc1)NCCCn1ncc2ccccc21 (stereo not drawn)
(30) Cc1ccc(C2CC(=O)C=C(NCC(C)C)C2)cc1 (stereo not drawn)
(31) O=C1CC(N2CCN(c3nc4ccccc4s3)CC2)C(=O)N1c1ccc(F)cc1 (stereo not drawn)
(32) COc1ccc2sc(-c3ccc(N(C)C)cc3)c(-c3cnc(OC)nc3)c2c1
screen / no.,25,26,27,28,29,30,31,32
CHOP UPR activ,0.4,0.4,1.8,2.1,1.3,2.0,-2.5,6.8
tim23-1 inh,11,11,0,22,7,13,-18,25
697 NFkB inh,11,7,7,-15,12,-5,7,-41
Mdm2 MdmX PPI,-22,14,-12,-49,9,-3,11,-34
APJ antagonist,-6,9,8,12,2,-5,13,6
XBP1 UPR activ,0,-5,1,-3,-1,-1,0,0
Jurkat NFkB inh,3,-26,-2,-3,-15,17,9,-71
APJ ag,-2,3,-2,3,0,-1,-5,-4

At a glance, 13 of the compounds above.
(17) CCN(CC)S(=O)(=O)c1ccc(N2CCCCC2)c(NC(=O)c2ccncc2)c1
(18) COc1ccccc1/C(C)=N/NC(=O)c1nnn(-c2nonc2N)c1C(C)C
(19) O=C1Nc2ccc(Br)cc2C1=Nc1cccnc1
(20) O=C(O)c1cccc2c1C(=O)c1cccc3snc-2c13
(21) CCc1ccc(C(=O)N2CCN(c3ccc(NC(=O)c4cccnc4)cc3)CC2)cc1
(22) O=S(=O)(c1cccc(-n2cnnn2)c1)N1CCOCC1
(23) Cc1nc(N)ncc1Sc1ccc(Cl)cc1
(24) CCN1CCN(C(=O)CN(c2ccc(C)cc2)S(C)(=O)=O)CC1
(25) Cc1cccc(C(=O)OCC(=O)NC(C)CCc2ccccc2)c1 (stereo not drawn)
(26) CCN(CC)CCNC(=O)c1ccc(NC(=O)Cc2cccc3ccccc23)cc1
screen / no.,17,18,19,20,21,22,23,24,25,26
CHOP UPR activ,-1.8,-2.5,-0.1,-2.2,1.1,0.4,-1.9,-1.0,0.4,0.4
tim23-1 inh,29,18,7,8,16,9,-21,26,11,11
697 NFkB inh,1,-10,7,10,6,3,20,-1,11,7
Mdm2 MdmX PPI,4,25,24,-4,24,-14,37,-26,-22,14
APJ antagonist,-16,-12,2,-7,-9,14,-6,-16,-6,9
XBP1 UPR activ,-2,-4,-2,0,-6,0,0,0,0,-5
Jurkat NFkB inh,2,-7,-5,-8,5,8,-5,1,3,-26
APJ ag,-3,-2,-13,-1,-7,-1,-3,4,-2,3

(27) O=C(Nc1nc(N2C(=O)c3ccccc3C2=O)n(-c2ccccc2)n1)c1ccccc1
(28) Cc1cccc(C)c1NC(=O)C(=O)NCCc1c[nH]c2ccccc12
(29) O=C(CC1C(=O)NCCN1Cc1ccoc1)NCCCn1ncc2ccccc21 (stereo not drawn)
screen / no.,27,28,29
CHOP UPR activ,1.8,2.1,1.3
tim23-1 inh,0,22,7
697 NFkB inh,7,-15,12
Mdm2 MdmX PPI,-12,-49,9
APJ antagonist,8,12,2
XBP1 UPR activ,1,-3,-1
Jurkat NFkB inh,-2,-3,-15
APJ ag,-2,3,0

Going on with the list:
Order of values: CHOP UPR activ	tim23-1 inh	697 NFkB inh	Mdm2 MdmX PPI	APJ antagonist	XBP1 UPR activ	Jurkat NFkB inh	APJ ag
33: CC(C)CNC(=O)CO/N=C/c1ccccc1Cl
    1.4	10	7	-14	17	0	-14	-1
34: CCC(=Nc1ccccc1)C1=C(O)CCCC1=O
    0.1	4	7	15	11	0	9	-2
35: CCc1nnc(NC(=O)CSc2nc3cc(OC)ccc3cc2C)s1
    -0.4	8	26	-22	-22	-3	-6	-1
36: COCCOC(=O)c1c(C)oc2ccc(NS(=O)(=O)c3ccc(C(=O)O)cc3)cc12
    -2.6	4	21	-28	-5	1	8	-2
37: O=C(Nc1ccc(Cc2ccncc2)cc1)c1cc([N+](=O)[O-])ccc1N1CCOCC1
    -0.7	21	-6	11	6	2	8	-3
38: COc1ccc(/C=C(\C#N)C(=O)C(C)(C)n2cncn2)cc1
    -0.5	7	0	-1	1	1	16	-2
39: Cc1cccc(-n2c(O)c(C=NC3CCS(=O)(=O)C3)c3ccccc3c2=O)c1C (stereo not drawn)
    0.5	13	17	32	13	-1	-8	0
40: O=C(CN1CCCC1)Nc1cc(F)ccc1F
    -2.4	-2	18	23	-16	1	2	-4
41: CCn1c(Cn2nnc(-c3ccccc3)n2)nnc1SCC(=O)Nc1cccc(C)c1C
    -0.6	-7	12	-18	14	-2	-11	-2
42: Cc1ccccc1-c1nn2c(-c3ccccc3)nnc2s1
    -1.4	53*	-18	24	2	-1	14	-3
43: CCC(Sc1nc2n[nH]c(C)c2c(=N)n1-c1ccc(C)c(Cl)c1)C(=O)N1CCOCC1 (stereo not drawn)
    2.8	8	-5	42	0	3	3	1
44: Cc1ccc(C(=O)NNC(=O)C(C)Oc2ccc3ccccc3c2)o1 (stereo not drawn)
    0.6	19	3	5	13	-1	15	3
45: COc1cc(C(=O)Nc2ccc(N(C)C)cc2)c([N+](=O)[O-])cc1OC
    3.8	-5	-9	-9	17	2	-40	-3
46: COc1ccccc1N1CCN(CC(=O)Nc2ccc(Cl)c(C(F)(F)F)c2)CC1
    0.0	40	16	23	13	-2	4	-6
47: Cc1c(NC(=O)C(C)OC(=O)c2cc3c4ccccc4n(C)c3s2)c(=O)n(-c2ccccc2)n1C (stereo not drawn)
    -0.4	14	-18	18	-2	-1	10	-7
48: COc1ccc(Cl)cc1S(=O)(=O)NCc1nc2nc(C)cc(C)n2n1
    0.2	-4	-17	-2	-4	-1	-2	-6
49: O=C(NCCNC(=O)c1ccc(Br)o1)c1ccc(Br)o1
    -1.1	4	17	-6	4	-1	1	-4
50: Cc1cc(-c2ccc3ccccc3c2)n2ncnc2n1
    0.1	33	21	12	-7	1	-11	-2
51: CSc1ccccc1OCc1cc(C(=O)N2CCN(Cc3nccn3C)CC2)no1
    -3.9	15	-36	-20	-7	-4	-1	1
